High-throughput results from PubChem.
UTI89 phage lysis: protection from phage-mediated lysis, alamar blue read-out – E. coli UTI89, K1F phage, bacterial capsule biogenesis inhibitors (AID 488966) | hit rate 0.02% among 340,000 | E. coli UTI89 K1F phage lysis, alamar blue, 2 h; higher % means a stronger effect | inhibition, % at 100 µM; hits with a dose series show IC50 in µM;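 active = phage lysis inhibition, versus mean bacterial control, above a set limit; inconclusive = no clear call, values can overlap the other calls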;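 note: capsule biogenesis inhibitors block K1F phage lysis so surviving cells raise fluorescence; higher fluorescence means more inhibition of phage lysis; actives were called in the ten point dose series up to 300 µM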
HIV fusion peptide: cell-free HIV fusion peptide-binding blockers – biochemical, uHTS, fluorescence dequenching, primary screen (AID 1986); cell-free peptide binding, fluorescence dequenching, 30 min; higher % means a stronger effect; inhibition, % at 20 µM; hits with a dose series show IC50 in µM; hit rate 0.3% among 290,000; in the data active = inhibition mostly above about 52%, no sharp cut-off; inactive = mostly below about 76%; note: some results filed as inactive read as strong as hits
GPR35 antagonists: inhibition of zaprinast-stimulated GPR35 beta-arrestin translocation – imaging, U2OS, beta-arrestin-GFP, zaprinast agonist, primary screen (AID 2058); U2OS GPR35 beta-arrestin-GFP translocation imaging, zaprinast antagonism; higher % means a stronger effect; one-dose inhibition, % at 10 µM; IC50 in µM for titrated hits; hit rate 0.052% among 290,000;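 active = inhibition of at least 50% with at least 30 cells and total cytoplasm GFP at most 10,000,000; inconclusive = under 30 cells or total GFP of 10,000,000 plus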
GPR55 antagonists: inhibition of LPI-stimulated GPR55 beta-arrestin translocation – imaging, U2OS, beta-arrestin-GFP, LPI agonist, primary screen (AID 2013). hit rate 0.13% among 290,000. U2OS GPR55 beta-arrestin-GFP translocation imaging, LPI antagonism; higher % means a stronger effect. one-dose inhibition, % at 10 µM; IC50 in µM for titrated hits;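 active = spots per cell inhibited over 60%, with over 100 cells counted and total cytoplasm intensity under 500,000; inconclusive = wells with under 100 cells, flagged as likely toxic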;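 note: U2OS cells stably carrying GPR55 and arrestin-GFP stimulated by 5 µM LPI near EC80; imaged beta-arrestin-GFP aggregate spots per cell after agonist stimulation; plate controls were LPI-stimulated DMSO wells for no effect and DMSO wells without LPI for full effect; some results filed as inactive read as strong as hits; confirmed hits need IC50 under 10 µM and bright autofluorescent wells are also inconclusive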
PhoP inhibition: inhibitors of PhoP regulon expression, primary screen, Salmonella Typhimurium, GFP reporter (AID 1863). S. Typhimurium PhoP-regulated promoter GFP reporter, 4 h; higher % means a stronger effect. inhibition, % at 50 µM, or IC50 in µM where a hit was titrated. hit rate 0.16% among 300,000;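 active = inhibition over 29.93%, a cutoff 3 SD above the screen mean, later confirmed by dose response; inconclusive = inhibition over 29.93% but no dose response follow-up; inactive = inhibition at most 29.93% or unconfirmed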;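 note: 0% = low Mg2+ inducing control and 100% = high Mg2+ repressing control; strong numbers were not always called active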
NS5 inhibitors: Dengue-2 NS5 methyltransferase inhibitors, primary screen, biochemical, confirmation dose response (AID 588689) | Dengue-2 NS5 methyltransferase capping enzyme assay, biochemical; higher % means a stronger effect | inhibition, % at 25 µM; hits with a dose series show IC50 in µM | hit rate 0.3% among 340,000; in the data active = a potency from the dose series; inconclusive = inhibition above about 29% without an active follow-up result
RSV CPE inhibition: inhibition of RSV-induced cytopathic effect – HEp-2 cells, primary 10 µM value included (AID 2391); one-dose CPE inhibition, % at 10 µM; IC50 in µM for titrated hits; HEp-2 cells, RSV-induced CPE inhibition; higher % means a stronger effect; hit rate 0.13% among 310,000; in the data active = a potency from the dose series; inconclusive = CPE inhibition mostly from about 23% at the one dose, without a potency; inactive = the rest, 99 in 100 with CPE inhibition below about 21%; note: strong numbers were not always called active
MgcRacGAP inhibition: MgcRacGAP GTPase-activating activity inhibitors, confirmation, biochemical, ADP Hunter fluorescence | MgcRacGAP-stimulated Rac1 GTP hydrolysis, ADP Hunter fluorescence; higher % means a stronger effect; GST-tagged Rac1 F28L mutant substrate | inhibition, % at 30 µM; hits with a dose series show IC50 in µM | hit rate 0.6% among 340,000 | AID 624330;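 active = first-screen hits whose inhibition reached a set limit at any dose in the follow-up dose series; inconclusive = inhibition above the set first-screen limit but never retested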;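 note: fluorescence reports GDP produced by GAP-driven GTP hydrolysis; strong numbers were not always called active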
SV40 large T antigen: TAg ATPase/helicase activity blockers – biochemical (AID 1903); inhibition, % at 20 µM; hits with a dose series show IC50 in µM; hit rate 0.39% among 310,000; SV40 large T antigen ATPase/helicase inhibition assay; higher % means a stronger effect; in the data active = a potency from the dose series; inconclusive = inhibition mostly from about 32% at the one dose, without a potency; inactive = the rest, 99 in 100 with inhibition below about 32%; note: strong numbers were not always called active
An asterisk follows results filed as active; u = inconclusive; x = not tested or not shown; [ ] = remark or other dose.

Values in the order – UTI89 phage lysis	HIV fusion peptide	GPR35 antagonists	GPR55 antagonists	PhoP inhibition	NS5 inhibitors	RSV CPE inhibition	MgcRacGAP inhibition	SV40 large T antigen
CC(C)(C)C(=O)NCCCc1ccccc1
    0.2%	-1.2%	19%	17%	4%	-1%	2.2%	9%	9%
Cc1ccc(S(=O)(=O)C2(C(=O)NCc3ccc4c(c3)OCO4)CC2)cc1
    -0.5%	-2.6%	-3%	3%	-7%	1%	-1.2%	0%	2%
CCOC(=O)c1cc(C(=O)Nc2ccc(C)c(F)c2)nn1C
    1.2%	-0.9%	3%	3%	1%	-1%	2.4%	10%	2%
CC(/C=N/n1c(-c2n[nH]c3c2CCC3)n[nH]c1=S)=C\c1ccco1
    -1.9%	13%	10%	3%	-7%	-2%	x	u	32µM*
COC(=O)C1=CN(CC2CCCO2)C=C(C(=O)OC)C1c1cccc(O)c1 (configuration not stated)
    x	0.8%	9%	12%	2%	x	-1.1%	x	6%
O=c1oc(CCO)cc2ccc(C#Cc3ccsc3)cc12
    1.2%	x	x	x	x	-6%	4.1%	6%	x
CCN(CC)CCCn1c2c(c(SCC(=O)Nc3ccc(C)c(F)c3)nc1=O)CCC2
    0.8%[50 µM]	x	x	x	-6%	-12%	-2.5%	4%	16%
COc1ccc(OC)c(N(CC(=O)Nc2ccccc2C(=O)NCc2ccco2)S(C)(=O)=O)c1
    4.5%	-0.3%	0%	12%	4%	4%	0.6%	-2%	15%
O=c1cc(Nc2ccc3c(c2)OCCO3)[nH]c(=O)n1-c1ccc(Cl)cc1
    -0.4%	3.6%	4%	1%	12%	-5%	1.0%	4%	9%
CCCCn1c(N)c(N(CC(C)C)C(=O)CCCc2nc3ccccc3c(=O)[nH]2)c(=O)[nH]c1=O
    1.1%[50 µM]	x	x	x	-7%	3%	-1.3%	2%	3%
CCc1ccc(-c2nc(CS(=O)CC(=O)NC3CC3)c(C)o2)cc1 (configuration not stated)
    0.1%	1.7%	1%	-1%	-8%	-1%	0.1%	13%	7%
CC(=O)Nc1ccc(S(=O)(=O)N2CCN(C(=O)c3ncoc3-c3ccc(F)cc3)CC2)cc1
    0.2%	1.4%	-13%	-1%	-6%	-7%	0.3%	7%	10%
Cc1ccc(SCCNC(=O)CN(c2ccc3c(c2)OCO3)S(C)(=O)=O)cc1
    0.1%	0.4%	-15%	15%	-8%	1%	-0.5%	9%	10%
O=C(c1ccccc1[N+](=O)[O-])N1CCC(Cc2ccccc2)CC1
    -1.9%	-3.7%	-2%	2%	-5%	-6%	1.6%	-1%	2%
Cc1ccc(NS(=O)(=O)c2cc(Br)cnc2N)cc1C
    -0.3%	3.7%	29%	-5%	9%	-2%	14%	-11%	3%
COc1ccc(C2NC(=O)NC(C)=C2C(=O)OC2CCCCC2)cc1OC (configuration not stated)
    0.0%	0.8%	16%	3%	-2%	0%	2.2%	9%	6%
Cc1ccc(C(=O)Nc2ccccc2C(=O)NC2CCCCC2)cc1S(=O)(=O)N1CCOCC1
    0.2%	0.0%	-2%	-2%	1%	-6%	-0.2%	3%	1%
CN(CC(=O)NCCN1CCN(c2ccccc2)CC1)S(=O)(=O)c1ccc2c(c1)CCC(=O)N2
    -0.6%	-0.8%	2%	-2%	2%	-4%	2.2%	4%	4%
CCCCN=CC1=C(O)CC(c2ccccc2)CC1=O (configuration not stated)
    0.3%	-0.5%	-16%	-7%	0%	-8%	2.5%	4%	8%
CCc1ccccc1NC(=O)c1cccc(NC(=O)/C=C/c2ccco2)c1
    0.5%	18%	10%	-2%	20%	-1%	u	3%	23%
O=C(Nc1cccc(-c2nn[nH]n2)c1)c1csc2c1CCCC2
    1.3%	6.6%	8%	16%	-1%	1%	1.6%	-4%	1%
Cn1c(SCCCC(=O)c2ccccc2)nnc1-c1ccncc1
    0.3%	3.6%	4%	-2%	0%	-1%	4.7%	7%	6%
CCOc1ccccc1CN(CCc1ccc2c(c1)OCO2)Cc1ccccn1
    1.6%	0.0%	-13%	18%	5%	-5%	4.1%	172µM*	6%
COc1ccc(CC(=O)Nc2ccccc2C(=O)NCCc2ccccc2)cc1
    -2.4%	0.1%	-4%	-7%	-6%	0%	4.5%	1%	13%
OCCC1CN(Cc2ccncc2)CCN1C1CCCC1 (configuration not stated)
    0.0%	-1.8%	-8%	2%	0%	-3%	-0.6%	6%	10%
Cc1ccccc1C(=O)NCC(=O)OC(C)C(=O)NC(C)CCc1ccccc1 (configuration not stated)
    0.5%[50 µM]	x	x	x	x	2%	1.0%	5%	x
CC(C)OC(=O)c1c2nc3ccccc3nc2n2c1[nH]c(=O)c1ccccc12
    x	12%	-10%	34%	-7%	x	-1.9%	x	1%
CC(C)(C)OC(=O)NCCCCCNC(=O)c1[nH]cnc1C(=O)Nc1cccc(Cl)c1
    0.5%	x	x	x	x	-1%	14%	6%	x
CCc1ccccc1S(=O)(=O)Cc1ccc(C(=O)N2CCN(c3ccccn3)CC2)o1
    1.3%	2.6%	1%	-5%	2%	-4%	1.0%	1%	-1%
COc1ccc(S(=O)(=O)N2CCC(C(N)=O)CC2)c2ccccc12
    -0.2%	0.0%	6%	-1%	6%	x	0.8%	8%	-2%
CCc1nnc(NC(=O)CSc2nnc(Cc3ccccc3)n2-c2ccc(OC)cc2)s1
    0.1%	-0.3%	-5%	-1%	21%	-9%	1.1%	8%	5%
COc1cc(S(=O)(=O)N2CCOCC2)cc(C(=O)OCC(=O)NC2CCCCC2)c1OC
    0.7%[50 µM]	x	x	x	x	-1%	0.7%	7%	x
CC(=O)c1cnc2nc(SCc3ccccc3C)nn2c1C
    0.2%	-0.4%	-14%	14%	3%	-6%	1.6%	4%	6%
C/C(=N\N(c1ccccc1)c1ccccc1)c1ccco1
    0.1%	1.0%	-13%	3%	-6%	1%	3.4%	10%	8%
O=C(N/N=C/c1ccccc1)c1ccc(-c2ccccc2)cc1
    0.6%	1.4%	-14%	7%	-7%	-3%	4.3%	6%	10%
O=C(NCc1ccc(Cl)cc1)C(=O)NCC1OCCN1C(=O)c1ccc(Cl)cc1 (configuration not stated)
    0.3%	1.0%	-9%	5%	-5%	-2%	1.2%	8%	6%
COc1cccc(-c2nn(-c3ccccc3)cc2CN2CCCO2)c1
    0.3%	2.2%	20%	8%	4%	-4%	1.1%	0%	3%
Cc1ccc(-c2cc(=O)c3cc(C)ccc3[nH]2)cc1
    0.7%	3.9%	6%	0%	-11%	-5%	2.1%	6%	5%
COc1cc(/C=C/C(=O)OCC(=O)Nc2c(C)n(C)n(-c3ccccc3)c2=O)ccc1OCC#N
    0.4%	-0.7%	14%	-1%	9%	-5%	1.0%	4%	-9%
COc1cc2c(cc1OC)C(C(=O)Nc1ccc3c(c1)OCCO3)C1c3ccccc3CCN1C2=O (configuration not stated)
    -0.5%	-2.6%	2%	4%	-5%	2%	3.9%	14%	5%
COC(=O)c1cccc2c1-c1ccccc1/C2=N\NC(N)=O
    -0.2%	-0.8%	-5%	4%	-3%	-3%	-3.0%	2%	10%
Cc1ccc2nc(N(CCN(C)C)C(=O)/C=C/c3cccs3)sc2c1
    1.0%[50 µM]	4.3%	10%	33%	9%	-7%	-0.5%	-1%	17%
Cc1[nH]n(-c2ccccc2)c(=O)c1N=Nc1cccc(Cl)c1
    -0.1%	19%	8%	-55%	-6%	-2%	2.0%	12%	20%
CC(C)C1=C2OC(N)=C(C#N)C(C#N)=C2C(C)CC1 (configuration not stated)
    0.6%	0.1%	17%	4%	-9%	5%	5.9%	7%	7%
Cc1cc(NC(=O)Cc2ccccc2)no1
    -1.3%	1.1%	17%	4%	11%	4%	0.6%	5%	9%
CCOc1cc(C=O)ccc1OCC(=O)NC(C)(C)C
    0.1%	1.1%	7%	-1%	-14%	-5%	2.6%	5%	10%
CCCCn1c(-c2ccc(Cl)c(Cl)c2)nc2cc3[nH]c(=O)c(C(C)C)nc3cc21
    -0.5%	13%	-5%	14%	-11%	11%	-2.5%	2%	20%
O=C(Nc1ccon1)c1ccc(Cl)s1
    5.1%	1.9%	-8%	-6%	5%	2%	1.4%	6%	-1%
CC(C)Oc1ccc(S(=O)(=O)N2CCCCC2)cc1NC(=O)C1CCC1
    0.3%[50 µM]	x	x	x	-2%	-2%	1.3%	6%	7%
Cc1ccc(SCC(=O)Nc2nnc(-c3ccco3)o2)cc1
    0.0%[50 µM]	x	x	x	-11%	1%	-1.7%	-5%	14%

(list continues)
Values in the order – UTI89 phage lysis	HIV fusion peptide	GPR35 antagonists	GPR55 antagonists	PhoP inhibition	NS5 inhibitors	RSV CPE inhibition	MgcRacGAP inhibition	SV40 large T antigen
CC(=O)c1c(C)[nH]c(C(=O)N2CCN(c3ncccn3)CC2)c1C
    0.3%	-1.6%	-5%	-12%	-1%	-1%	0.7%	4%	8%
Nc1nnc(SCC(=O)c2ccco2)s1
    0.0%	6.8%	-8%	-6%	9%	-3%	1.1%	7%	3%
Cc1ccc(C2=[N+]([O-])C(C)N(O)C2(C)C)o1 (configuration not stated)
    0.7%	2.8%	11%	2%	22%	-8%	-0.1%	6%	3%
O=C(CCN1C(=O)S/C(=C\c2cccs2)C1=O)NC1=NCCS1
    1.1%	4.1%	-5%	2%	-32%	0%	0.5%	10%	5%
CCN(C(=O)COC(=O)c1c(C)nsc1NC)c1ccccc1
    0.5%[50 µM]	x	x	x	x	-2%	0.9%	3%	x
Cc1ccc(Cl)c(NC(=O)CN2CCN(C=O)CC2)c1
    x	-0.6%	-4%	-12%	11%	x	1.8%	x	4%
CC(C)(C)OC(=O)N1CC(O)CC1C(=O)OCC(=O)c1ccc(-c2ccccc2)cc1 (configuration not stated)
    0.0%	0.9%	2%	8%	-9%	3%	0.4%	6%	5%
